# Screening results from PubChem.
# PfGluPho inh – PfG6PD (Plasmodium falciparum) enzyme inhibition; PfGluPho enzyme, NADPH resazurin-diaphorase fluorescence; AID 504690; 350,000 compounds, 0.78% hits; inhibition, % at 20 µM;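 active = inhibition reaching at least a set limit at 20 µM in the primary screen, cut at about 59% in these data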;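 note: 0% = DMSO wells with substrate and 100% = DMSO wells lacking glucose-6-phosphate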
# NALP3 yeast inh – blocks the NALP3 inflammasome reconstituted in yeast | Yeast reconstituted NLRP3/ASC/caspase-1, beta-gal luminescence, 24 h | inhibition, % at 10 µM | 330,000 compounds, 0.39% hits;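 active = inhibition of 50% or more; inactive = inhibition below 50%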;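 note: plate controls were induced DMSO wells for no effect and uninduced yeast grown without galactose for full effect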
# SENP7 block – blocks the human protease SENP7. recombinant SENP7, Z-RLRGG-aminoluciferin luminescence, 40 min. inhibition, % at 5 µM. 330,000 compounds, 1.5% hits. AID 434973;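 active = inhibition above about 50% at the single test dose, limit read from the data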;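 note: plate controls were DMSO with enzyme for no effect and no enzyme buffer wells for full effect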
# HKDC1 inh – inhibitors of human hexokinase HKDC1 | Q2TB90 | inhibition, % at 20 µM | 340,000 compounds, 0.16% hits | recombinant HKDC1, G6PDH/diaphorase resazurin coupled fluorescence;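 active = inhibition above about 35% when tested at 20 µM, limit read from the data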;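 note: plate controls were DMSO wells with enzyme for no effect and DMSO wells lacking enzyme for full effect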
# Target sequence (Q2TB90 whole entry, looked up): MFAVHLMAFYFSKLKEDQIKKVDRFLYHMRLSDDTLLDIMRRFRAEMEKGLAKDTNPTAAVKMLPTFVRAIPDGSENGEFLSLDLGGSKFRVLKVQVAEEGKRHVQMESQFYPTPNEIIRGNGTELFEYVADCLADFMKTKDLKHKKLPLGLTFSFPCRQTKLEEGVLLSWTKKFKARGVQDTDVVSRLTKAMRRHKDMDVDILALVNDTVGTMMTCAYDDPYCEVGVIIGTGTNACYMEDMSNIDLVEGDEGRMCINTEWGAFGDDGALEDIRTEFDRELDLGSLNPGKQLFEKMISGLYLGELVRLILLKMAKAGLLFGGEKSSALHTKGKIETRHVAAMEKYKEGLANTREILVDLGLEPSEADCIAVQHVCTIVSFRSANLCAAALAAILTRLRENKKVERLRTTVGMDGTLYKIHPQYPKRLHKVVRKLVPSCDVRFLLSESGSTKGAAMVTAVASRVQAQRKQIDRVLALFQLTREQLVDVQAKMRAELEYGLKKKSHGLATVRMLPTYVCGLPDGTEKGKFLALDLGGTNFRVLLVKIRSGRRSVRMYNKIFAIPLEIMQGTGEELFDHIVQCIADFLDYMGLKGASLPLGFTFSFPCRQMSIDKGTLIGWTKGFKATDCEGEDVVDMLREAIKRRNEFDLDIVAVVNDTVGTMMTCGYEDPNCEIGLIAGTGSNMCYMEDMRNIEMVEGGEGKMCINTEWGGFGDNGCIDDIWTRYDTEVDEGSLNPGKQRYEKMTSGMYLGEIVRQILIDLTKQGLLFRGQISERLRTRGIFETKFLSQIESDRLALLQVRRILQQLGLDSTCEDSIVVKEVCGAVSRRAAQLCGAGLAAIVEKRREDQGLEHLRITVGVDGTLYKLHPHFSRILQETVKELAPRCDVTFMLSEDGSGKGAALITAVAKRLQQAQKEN
#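 test system = in-house recombinant HK5 (HKDC1) enzyme | amount = HKDC1 at 5 µg/mL | control set = DMSO-enzyme wells negative, buffer-substituted wells positive | compound = one dose of 20 µM, 1% DMSO | schedule = reaction time 90 min, room temperature, protected from light | technique = resorufin fluorescence at 613 nm | reagent = glucose with 1 mM ATP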
# SENP8 block-1 – blocks human SENP8 cleavage of Nedd8 substrate | recombinant SENP8, Nedd8 substrate fluorescence | Q96LD8 | inhibition, % at 20 µM | 360,000 compounds, 0.64% hits | AID 602440; in the data active = inhibition mostly above about 40%, no sharp cut-off; inactive = mostly below about 27%
# SENP8 block-2 – blocks the human protease SENP8. Q96LD8. purified SENP8, Z-RLRGG-aminoluciferin cleavage, luminescence. inhibition, % at 10 µM. 330,000 compounds, 1.2% hits. AID 2540; in the data active = inhibition above about 50%
# SENP1 inh – inhibitors of human SENP1 SUMO protease catalytic domain; Q9P0U3; recombinant SENP1 catalytic domain, CyPet-SUMO1-YPet FRET cleavage; inhibition, % at 10 µM; 360,000 compounds, 0.21% hits;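 active = inhibition at least 30% at 10 µM, raw YFP signal under a set limit, fluorescence ratio 0.5 to 1.5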;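 note: 0% = enzyme with DMSO and 100% = no enzyme wells; some results filed as inactive read as strong as hits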
#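 Compound: 10 µM single point, 0.5% DMSO; Test system: hSENP1 catalytic domain, recombinant; Timing: 50 min reaction at room temperature; Technique: FRET, CFP and YFP emission; Control set: no-enzyme wells low, DMSO-plus-enzyme wells high control.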
# Apaf1 inhib – blocks human Apaf-1 apoptosome activity. O14727. reconstituted apoptosome caspase-3 activity, DEVD-Rh110 fluorescence. inhibition, % at 20 µM. 330,000 compounds, 0.71% hits. AID 489030; active = inhibition of at least 40% at 20 µM;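 note: plate controls were DMSO wells for no effect and DEVD-CHO caspase inhibitor wells for full effect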
#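 detection = Rh110 fluorescence intensity | test system = biochemical Apaf-1 apoptosome reconstitution | also added = cytochrome c and DEVD-Rh110 substrate | schedule = 30 min plus 50 min, RT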
# SENP6 block – SENP6 protease inhibition; Q9GZR1; Recombinant SENP6 catalytic domain, aminoluciferin luminescence; inhibition, % at 10 µM; 330,000 compounds, 1.8% hits; AID 2599;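 active = inhibition above about 50% at the single tested dose, limit read from the data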;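 note: plate controls were DMSO wells with enzyme for no effect and DMSO wells lacking enzyme for full effect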
# An asterisk follows results filed as active; i = inactive; · = not tested or not shown.
SMILES,PfGluPho inh,NALP3 yeast inh,SENP7 block,HKDC1 inh,SENP8 block-1,SENP8 block-2,SENP1 inh,Apaf1 inhib,SENP6 block
CC(=O)c1ccc(N2CCN(S(=O)(=O)c3cccc4nsnc34)CC2)cc1,-20,7,-3,-2,4,2,3,3,-3
N#Cc1cccc(NC(=O)CNC(=O)Cc2ccccc2)c1,11,3,1,-3,2,1,3,5,-15
COCCCN1CC(=O)N2C(c3cccc(OC)c3OC)c3[nH]c4ccccc4c3C[C@H]2C1=O (stereo partly specified),-7,2,3,-2,15,6,-1,15,-3
COCCNC(=O)c1onc(CSc2cc(C)cc(C)c2)c1C(=O)NCCOC,-3,5,12,5,13,-5,2,-1,-9
CNc1nc(-c2ccc3c(c2)CCN3C(=O)c2ccccc2F)c(C)s1,24,5,12,-2,-124,10,-4,3,25
Cc1ccc(N(C(=O)Cn2nnc(-c3ccc(F)cc3)n2)C(C(=O)NC(C)(C)C)c2ccncc2)cc1 (stereo unspecified),-9,11,0,1,-4,7,1,6,16
CCOP(=O)(c1c(F)c(F)c(F)c(F)c1F)C1(O)CCCCC1 (stereo unspecified),11,19,-9,-4,19,-10,0,6,-6
O=c1[nH]c2ccc(Cl)cc2c(O)c1Cc1ccccc1,10,10,-5,-9,-324,-6,-1,13,-17
COc1ccc(CCC(=O)NCC2CCCCC2)cc1OC,-18,22,-5,-2,0,6,-1,1,-21
CC(C(=O)Nc1ccc(S(=O)(=O)N2CCCC2)cc1)N1CCN(C(=O)c2ccco2)CC1 (stereo unspecified),7,6,3,2,13,3,0,5,0
CC(=O)NCCc1cnc[nH]1,3,8,4,-3,6,2,2,0,0
O=c1oc(-c2ccccc2)nc2sc3c(c12)CCC3,9,15,88*,-1,-72,20,-102,1,91*

# 3 entries from above, ordered by their value in NALP3 yeast inh, highest first.
SMILES,NALP3 yeast inh
CCOP(=O)(c1c(F)c(F)c(F)c(F)c1F)C1(O)CCCCC1 (stereo unspecified),19
O=c1oc(-c2ccccc2)nc2sc3c(c12)CCC3,15
CC(=O)NCCc1cnc[nH]1,8

# Carrying on.
SMILES,PfGluPho inh,NALP3 yeast inh,SENP7 block,HKDC1 inh,SENP8 block-1,SENP8 block-2,SENP1 inh,Apaf1 inhib,SENP6 block
CCN1CCN(CCNC(=O)c2cn(C(C)c3ccccc3F)nn2)CC1 (stereo unspecified),-1,0,-2,-1,29,-4,-1,-78,12
O=C(O)CCC(=O)NN1C(=O)c2ccccc2NC1c1ccco1 (stereo unspecified),-7,2,-3,-4,-377,-12,2,-7,-13
O=C1OCCC1Sc1nnc(-c2ccc3c(c2)OCO3)o1 (stereo unspecified),4,16,-1,-14,-2,-2,3,-7,-4
O=C(c1cc2nc(-c3ccc(Cl)cc3)cc(C(F)(F)F)n2n1)N1CCOCC1,-11,30,-1,-2,-212,0,-1,12,-9
Cc1ccccc1Nc1nc(N)nc(COC(=O)c2ccccc2)n1,7,22,4,-5,17,-12,-1,2,-2
Cc1ccc(NC(=O)C2(C)Cc3ccccc3C(=O)O2)cc1 (stereo unspecified),6,25,-4,-10,21,-5,-1,2,-20
O=C(c1ccc(Cl)c(S(=O)(=O)N2CCCCCC2)c1)N1CCN(c2ccccn2)CC1,-14,22,0,17,27,18,1,-1,7
CCCCOc1ccc(N2C(=O)C(C)CNC2=S)cc1 (stereo unspecified),-9,·,·,0,10,·,2,·,·
COc1ccccc1N=Nc1c(C)[nH]n(-c2ccccc2)c1=O,5,20,-3,0,35,-3,4,-2,-30
C(=N\Nc1cc(N2CCCCC2)ncn1)/c1ccco1,16,26,-4,-2,18,-10,1,7,-4
CN(CC(=O)Nc1ccccc1C(F)(F)F)C(=O)Cc1ccccc1F,12,-7,-7,-6,4,-6,2,4,-12
CCc1nnc(NC(=O)Cc2cccs2)s1,13,3,2,2,-2,-2,-15,3,-21
COc1ccc(-c2csc(Cc3nnc4n3CCCCC4)n2)cc1,-2,-3,6,7,11,0,1,2,-8
O=C(NNS(=O)(=O)Cc1ccccc1)c1ccc([N+](=O)[O-])cc1,10,5,7,-4,14,-2,2,-7,1
CC(C)c1onc(C(=O)N2CCCCCC2)c1[N+](=O)[O-],1,-6,1,-6,20,7,3,-2,0
C=CC[C@]12C=C(OC)C(=O)C=C1O[C@@H](c1ccc3c(c1)OCO3)[C@H]2C,-8,4,0,-4,39,0,1,-5,-8
N#C/C(=C\c1c(N2CCCCCC2)nc2ccccn2c1=O)C(N)=O,3,13,10,-4,-254,12,-34,-2,2
Cc1cc(C(=O)NCC(=O)OCC(=O)N(C2CCCCC2)C2CCCCC2)ccc1[N+](=O)[O-],19,10,1,-4,20,5,1,17,19
O=C(Cn1cc(SCc2cccc(Cl)c2)c2ccccc21)N1CCOCC1,24,20,55*,-12,12,47,1,5,-15
COC(=O)c1sccc1NC(=O)CC1C(=O)NCCN1C(=O)c1ccc(N(C)C)cc1 (stereo unspecified),0,11,2,-3,8,-1,-1,-29,4
CC/C(=C\c1oc2cc3ccccc3cc2[n+]1CC)Nc1ccccc1,32,5,6,-5,-88,-3,-39,29,-16
Cc1cc(C)cc(C(=O)N2CCC(CCC(=O)NC3CC3)CC2)c1,3,8,2,-1,7,-8,1,11,0
Cc1cn(C(=O)c2ccccc2)c(=S)n1-c1ccc(Br)cc1,-11,-4,0,-3,-265,-2,2,8,-8
O=C(CN1C(=O)NC(CCc2ccccc2)C1=O)Nc1cccc(Br)c1 (stereo unspecified),12,-9,-4,-1,7,-2,-2,7,0
Cc1nc(NC(=O)c2cccs2)ccc1Br,-12,13,81*,-3,-11,70*,2,-1,-14
CC(C)C[C@@]12C(=O)N(c3cccc(Cl)c3)C(=O)N1[C@H](c1ccc(F)cc1)[C@@H]1C(=O)N(C3CCCCC3)C(=O)[C@@H]12,2,10,-15,1,4,2,0,-2,-6
COCC1CCN(C(=O)CCc2nnc(C3(c4ccc(Cl)cc4)CCC3)o2)CC1,-16,13,-10,-7,4,-7,2,11,-8
COc1ccc(Br)cc1CN1CCN(S(=O)(=O)Cc2ccccc2)CC1,-9,21,11,-6,4,-6,3,3,-7
Cc1cc(C(=O)OCC(=O)N2CC(=O)Nc3ccccc32)c(C)n1-c1ccc(F)cc1,-3,13,3,3,9,4,-2,1,11
Cc1ccc(-c2noc(CN(C(=O)CCCN3C(=O)c4ccccc4C3=O)C(C)C)n2)cc1,-9,8,1,-3,14,-2,3,18,-10
CC(Oc1ccccc1)C(=O)OCC(=O)NC(=O)NCc1ccco1 (stereo unspecified),0,10,0,-7,-37,8,2,-9,-6
Cc1ccc2nc(-c3ccccn3)c(NC3CCCC3)n2c1,11,24,-1,-4,-30,3,-10,9,25
O=C(Nc1ccc(Nc2ccccc2)cc1)C(Cl)(Cl)Cl,18,61*,-1,19,26,-6,3,5,-13
COC(=O)Cc1nc2c(N)nc(N)nc2[nH]c1=O,-6,·,·,-6,i,·,-64,·,·
COc1cccc(-c2sc3ccc(OC)cc3c2-c2ccc(O)cc2)c1,16,17,6,-1,-104,-7,2,6,-6
O=C(c1ccccc1Cl)N(Cc1ccc(Br)cc1)N1C(=O)CCC1=O,5,12,-6,-3,8,-5,0,-7,3

# Copied from the list.
# In SENP7 block, `Cc1ccc(-c2noc(CN(C(=O)CCCN3C(=O)c4ccccc4C3=O)C(C)C)n2)cc1` shows 1
# In SENP7 block, `COc1cccc(-c2sc3ccc(OC)cc3c2-c2ccc(O)cc2)c1` shows 6
# In SENP8 block-2, `COCC1CCN(C(=O)CCc2nnc(C3(c4ccc(Cl)cc4)CCC3)o2)CC1` shows -7

# Returning to the listing, repeating the two entries before the break.
SMILES,PfGluPho inh,NALP3 yeast inh,SENP7 block,HKDC1 inh,SENP8 block-1,SENP8 block-2,SENP1 inh,Apaf1 inhib,SENP6 block
COc1cccc(-c2sc3ccc(OC)cc3c2-c2ccc(O)cc2)c1,16,17,6,-1,-104,-7,2,6,-6
O=C(c1ccccc1Cl)N(Cc1ccc(Br)cc1)N1C(=O)CCC1=O,5,12,-6,-3,8,-5,0,-7,3
COc1cccc(CNC(=O)CCC(=O)N2CCSc3ccccc32)c1OC,-3,1,10,-1,0,-11,2,0,13
O=[N+]([O-])c1cc(Cl)ccc1NCCc1ccccn1,3,44,-8,0,21,-11,6,3,14
O=C(CN1C(=O)/C(=C/c2c(F)cccc2Cl)Oc2ccccc21)NCc1ccco1,·,2,-7,·,·,-18,·,18,-11
CN1CCC(N(C)C(=O)/C=C/c2cn(-c3ccccc3)nc2-c2cccs2)CC1,-9,13,-7,-6,-420,1,-1,38,-10
CCCCCCCCCCS(=O)(=O)N/N=C/c1ccccc1OC,-4,6,-8,-5,6,-5,-1,14,-8

# Arranged by SMILES length (low to high): some entries from above.
SMILES,PfGluPho inh,NALP3 yeast inh,SENP7 block,HKDC1 inh,SENP8 block-1,SENP8 block-2,SENP1 inh,Apaf1 inhib,SENP6 block
O=[N+]([O-])c1cc(Cl)ccc1NCCc1ccccn1,3,44,-8,0,21,-11,6,3,14
COc1cccc(CNC(=O)CCC(=O)N2CCSc3ccccc32)c1OC,-3,1,10,-1,0,-11,2,0,13
O=C(c1ccccc1Cl)N(Cc1ccc(Br)cc1)N1C(=O)CCC1=O,5,12,-6,-3,8,-5,0,-7,3
